Assay outcomes as filed in PubChem BioAssay.
TDP43 rescue = inhibitors of TDP-43 toxicity in yeast; TDP-43 expressing yeast growth rescue, BacTiter-Glo, 24 h; Potency, µM (highest dose often 46.1 µM), for inactives: top-dose growth rescue (activation), most hits filed as activators; 410,000 compounds, 1.8% hits; further: % of control where 0% means no effect; nearly all actives have a fitted effect of over 50% in size
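In this qHTS, compounds that restore growth of yeast expressing TDP-43 appear as activators. Cells (OD600=0.02, galactose medium, raffinose-pregrown) are incubated with compound 24 hr at 30 deg C and growth is quantified by BacTiter-Glo.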
EPAC1 agonist = EPAC1 (human) agonism | EPAC1 agonist qHTS, biochemical assay; response scale: 100% = response to 6.5 mM cAMP | AID 720707 | Potency, µM (titrated, usually from 154 µM), inactives show at the highest dose activation, usual class: activators | O95398 | 360,000 compounds, 0.073% hits; further: nearly all actives have a fitted effect of over 60% in size
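Multi-concentration qHTS readout: loss of Rap1B-bound BODIPY-GDP fluorescence driven by 100 nM EPAC1 with excess GDP (50 uM), monitored kinetically at room temperature; agonist response expressed relative to 6.5 mM cAMP.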
EPAC2 antagonist = blocks human EPAC2 exchange factor | AID 720708 | Q8WZA2 | Potency, µM (highest dose often 114 µM), for the others: at the top dose activity, negative = inhibition, actives largely listed as inhibitors | EPAC2 GEF exchange of Rap1B-BODIPY-GDP, fluorescence | 360,000 compounds, 0.18% hits; further: on the % scale 0 is the no-effect control and ±100 the full control effect; nearly all actives have a fitted effect of over 45% in size; many of its hits are not listed in these tables
FUS suppressor = suppressors of FUS proteinopathy in yeast; AID 1347120; Potency, µM (series often up to 76.6 µM), without a hit: top-dose growth rescue (activation), actives largely listed as activators; S. cerevisiae FUS-expressing, growth rescue, OD600, 24 h; 390,000 compounds, 0.24% hits;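 further: plate controls were DMSO vehicle for no effect and reference control for full effect; nearly all actives have a fitted effect of over 55% in size; some results filed as inactive show a strong effect at the top dose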
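Quantitative HTS measuring growth restoration of FUS-toxic yeast. Galactose-induced cells (OD 0.005) were exposed 24hr at 30C to compounds at several concentrations, then absorbance at 600 nm was recorded.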
aSyn rescue = alpha-synuclein toxicity inhibition in yeast | AID 652106 | Potency, µM (titrated, usually from 46.1 µM), without a hit: at the top dose growth rescue (activation), usual class: activators | Yeast expressing alpha-synuclein, growth rescue, BacTiter-Glo, 24 h | 370,000 compounds, 0.14% hits; further: % of control where 0% means no effect; nearly all actives have a fitted effect of over 65% in size
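Rescue of yeast growth: cells expressing toxic alpha-synuclein, induced in galactose at OD600 0.02, incubated with compound 24 h at 30 C. ATP luminescence quantified growth; inhibitors of toxicity appear as activators.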
EPAC2 agonist = activates human EPAC2 exchange factor; Q8WZA2; EPAC2 activation, biochemical qHTS; response scale: 100% = 6.5 mM cAMP response; Potency, µM (doses to about 154 µM), without a hit: top-dose activation, actives largely listed as activators; 360,000 compounds, 0.079% hits; further: nearly all actives have a fitted effect of over 50% in size
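Each well held 100 nM EPAC2, 250 nM RAP1B-BODIPY-GDP and 50 uM GDP. Fluorescence, read at 5-min intervals to 30 min, was referenced to a 6.5 mM cAMP positive control.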
EPAC1 antag = EPAC1 (human) antagonism; EPAC1 GEF assay, Rap1b-BODIPY-GDP exchange fluorescence; Potency, µM (highest dose often 115 µM), without a hit: at the top dose activity change, negative = inhibition, hits mostly inhibitors; 360,000 compounds, 0.14% hits;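 further: plate controls were vehicle for no effect and positive control for full effect; nearly all actives have a fitted effect of over 50% in size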
PTHR1 ag = PTHR1 (human) receptor agonism | Q03431 | HEK293 GP2 PTHR1 cells, GloSensor cAMP luminescence, 1 h | Potency, µM (doses to about 115 µM), for inactives: top-dose activation, most hits filed as activators | 410,000 compounds, 0.075% hits; further: nearly all actives have a fitted effect of over 55% in size; some results filed as inactive show a strong effect at the top dose; inactives centre near -15; many of its hits are not listed in these tables
Target sequence (Q03431 whole entry, looked up): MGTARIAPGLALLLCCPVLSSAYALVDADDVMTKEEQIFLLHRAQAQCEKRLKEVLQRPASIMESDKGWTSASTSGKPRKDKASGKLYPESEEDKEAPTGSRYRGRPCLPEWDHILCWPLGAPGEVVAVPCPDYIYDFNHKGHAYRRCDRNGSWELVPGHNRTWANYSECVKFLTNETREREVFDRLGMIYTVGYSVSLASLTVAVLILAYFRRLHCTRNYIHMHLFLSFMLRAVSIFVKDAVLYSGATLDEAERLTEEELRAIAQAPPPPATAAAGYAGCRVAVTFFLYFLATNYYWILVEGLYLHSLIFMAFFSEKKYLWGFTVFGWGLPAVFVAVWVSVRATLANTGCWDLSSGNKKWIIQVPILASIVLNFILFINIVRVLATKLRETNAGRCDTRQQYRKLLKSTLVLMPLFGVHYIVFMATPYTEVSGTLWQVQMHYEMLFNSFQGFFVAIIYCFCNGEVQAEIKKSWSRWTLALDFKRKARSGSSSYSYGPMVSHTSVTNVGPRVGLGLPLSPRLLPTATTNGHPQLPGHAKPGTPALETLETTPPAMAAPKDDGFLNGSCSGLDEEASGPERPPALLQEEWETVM
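HEK-293-derived GP2 cells expressing PTHR1 and a GloSensor cAMP reporter, 3,000/well, plated overnight, given luciferin plus IBMX (each 0.5 mM as added) for 1 h at 37 °C, then compound for 1 h at 37 °C. Luminescence was read after 15 min at room temperature.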
* hit, by the source's call; & = joins results of further samples; [ ] = another dose, or the depositor's remark. The call rests on the fitted dose curve; in most records, active means well fitted curve in the direction sought with a large enough effect; inconclusive means small, poorly fitted or top-dose-only effect, or another doubt; inactive means no such curve, though single readings can be large; an effect the other way counts as inactive or inconclusive. Potency means the concentration at half of the fitted maximal effect. A portion of the library; the hit share may differ from the screen's.

COc1ccc(CNC(=O)c2ccc(Cn3cc(Br)cn3)o2)cc1 was read as TDP43 rescue 15%, EPAC1 agonist 3%, EPAC2 antagonist -26%, FUS suppressor 17%, aSyn rescue -3%, EPAC2 agonist 13%, EPAC1 antag -29% and PTHR1 ag -11%.
`COc1ccc(N2CCN(C(=O)CCc3ccc(S(=O)(=O)NC(C)(C)C)cc3)CC2)cc1` gave TDP43 rescue -2%, EPAC1 agonist -1%, EPAC2 antagonist 1%, FUS suppressor 11%, aSyn rescue 2%, EPAC2 agonist 10%, EPAC1 antag -5% and PTHR1 ag -14%.
For COc1ccccc1C(=O)Nc1ccc(N2CCN(Cc3ccccc3)CC2)cc1 the results were TDP43 rescue 0%, EPAC1 agonist 2%, EPAC2 antagonist 5%[57.1 µM], FUS suppressor 11%, aSyn rescue -13%, EPAC2 agonist 4%, EPAC1 antag 11% and PTHR1 ag -7%[57.5 µM].
COc1ccc(NC(=O)CC2Oc3ccccc3NC2=O)cc1 (stereo not drawn) was read as TDP43 rescue 23%, EPAC1 agonist -6%, EPAC2 antagonist -19%, FUS suppressor -10%, aSyn rescue 3%, EPAC2 agonist 3%, EPAC1 antag -25% and PTHR1 ag -31%.
Screening O=C(COC(=O)Cc1cccs1)Nc1cccc(S(=O)(=O)N2CCOCC2)c1 returned TDP43 rescue -7%, EPAC1 agonist 0%, EPAC2 antagonist 16%, FUS suppressor inconclusive, aSyn rescue -2%, EPAC2 agonist 2%, EPAC1 antag -21% and PTHR1 ag -14%.
Screening O=C(c1ccc2ncsc2c1)N1CCN(c2cccc(C(F)(F)F)c2)CC1 returned TDP43 rescue 0%, EPAC1 agonist -3%, EPAC2 antagonist -24%, FUS suppressor inconclusive, aSyn rescue -2%, EPAC2 agonist 7%, EPAC1 antag -12% and PTHR1 ag inactive.
Cc1csc(NC(=O)CSc2ccc3nnc(CCNS(=O)(=O)c4ccccc4)n3n2)n1 was read as TDP43 rescue 2%, EPAC1 agonist 5%, EPAC2 antagonist 8%, aSyn rescue 1%, EPAC2 agonist 3%, EPAC1 antag 12% and PTHR1 ag -16%.
For O=c1c2[nH]c3cccc(Cl)c3c2ncn1CCN1CCCCC1 the results were TDP43 rescue 8%, EPAC1 agonist -4%, EPAC2 antagonist 16%, FUS suppressor -57%, aSyn rescue -9%, EPAC2 agonist -2%, EPAC1 antag 5% and PTHR1 ag inactive.
O=C(CCl)NC(Cc1ccccc1)c1ccccc1 (stereo not drawn) was read as TDP43 rescue 10%, EPAC1 agonist -8%, EPAC2 antagonist -6%, FUS suppressor 6%, aSyn rescue -4%, EPAC2 agonist 10%, EPAC1 antag -16% and PTHR1 ag -3%.
For COc1ccc(Cl)cc1C(=O)NCCCn1ccnc1 the results were TDP43 rescue -10%, EPAC1 agonist 5%, EPAC2 antagonist 2%, FUS suppressor 7%, aSyn rescue -10%, EPAC2 agonist 4%, EPAC1 antag -24% and PTHR1 ag inactive.

Random excerpt: 4 records from the list.
For COc1ccc(Cl)cc1C(=O)NCCCn1ccnc1 the results were TDP43 rescue -10%, EPAC1 agonist 5%, EPAC2 antagonist 2%, FUS suppressor 7%, aSyn rescue -10%, EPAC2 agonist 4%, EPAC1 antag -24% and PTHR1 ag inactive.
Screening O=C(c1ccc2ncsc2c1)N1CCN(c2cccc(C(F)(F)F)c2)CC1 returned TDP43 rescue 0%, EPAC1 agonist -3%, EPAC2 antagonist -24%, FUS suppressor inconclusive, aSyn rescue -2%, EPAC2 agonist 7%, EPAC1 antag -12% and PTHR1 ag inactive.
COc1ccc(CNC(=O)c2ccc(Cn3cc(Br)cn3)o2)cc1 was read as TDP43 rescue 15%, EPAC1 agonist 3%, EPAC2 antagonist -26%, FUS suppressor 17%, aSyn rescue -3%, EPAC2 agonist 13%, EPAC1 antag -29% and PTHR1 ag -11%.
`COc1ccc(N2CCN(C(=O)CCc3ccc(S(=O)(=O)NC(C)(C)C)cc3)CC2)cc1` gave TDP43 rescue -2%, EPAC1 agonist -1%, EPAC2 antagonist 1%, FUS suppressor 11%, aSyn rescue 2%, EPAC2 agonist 10%, EPAC1 antag -5% and PTHR1 ag -14%.

New compounds follow.
Screening CCOc1ccc(CCNC(=O)COC(=O)c2cc(OC)cc(OC)c2)cc1OCC returned TDP43 rescue 16%, EPAC1 agonist -6%, EPAC2 antagonist 14%, FUS suppressor 22%, aSyn rescue -5%, EPAC2 agonist -4%, EPAC1 antag -8% and PTHR1 ag -9%.
Screening Cc1ccc(C(=O)NC2CCCCCCC2)cc1S(=O)(=O)N1CCOCC1 returned TDP43 rescue 6%, EPAC1 agonist 1%, EPAC2 antagonist -1%, FUS suppressor 12%, aSyn rescue 8%, EPAC2 agonist 3%, EPAC1 antag 0% and PTHR1 ag -9%.
`O=C(CSc1nc(N2CCOCC2)nc(N2CCOCC2)n1)Nc1ccc([N+](=O)[O-])cc1` gave TDP43 rescue -5%, EPAC1 agonist -1%, EPAC2 antagonist 4%, aSyn rescue 0%, EPAC2 agonist 5%, EPAC1 antag -1% and PTHR1 ag -8%.
`CC(C)NC(=O)c1ccc(N(Cc2ccccc2)S(C)(=O)=O)cc1` gave TDP43 rescue 8%, EPAC1 agonist 6%, EPAC2 antagonist -1%, FUS suppressor -9%, aSyn rescue 6%, EPAC2 agonist 6%, EPAC1 antag -5% and PTHR1 ag -8%.
COc1ccccc1NC(=O)CN(c1ccccc1C)S(C)(=O)=O was read as TDP43 rescue -10%, EPAC1 agonist 2%, EPAC2 antagonist -3%, FUS suppressor 8%, aSyn rescue 9%, EPAC2 agonist 8%, EPAC1 antag -1% and PTHR1 ag -10%.
CSC(=NCc1cccnc1)NS(=O)(=O)c1cccs1 was read as TDP43 rescue -6%, EPAC1 agonist 4%, EPAC2 antagonist 30%[activator], FUS suppressor 13%, aSyn rescue 0%, EPAC2 agonist 6%, EPAC1 antag 26% and PTHR1 ag inactive.
Cn1nnnc1SCCNCC#Cc1ccccc1 was read as TDP43 rescue -17%, EPAC1 agonist 2%, EPAC2 antagonist -4%, FUS suppressor 14%, aSyn rescue 5%, EPAC2 agonist 14%, EPAC1 antag -14% and PTHR1 ag -2%.
`CC(C)(C)C(=O)Nc1cccc(C(=O)Nc2cc(C(=O)O)cc(C(=O)O)c2)c1` gave TDP43 rescue -3%, EPAC1 agonist 2%, EPAC2 antagonist 16%, aSyn rescue inconclusive, EPAC2 agonist -7%, EPAC1 antag 14% and PTHR1 ag -17%.
`CCOc1ccccc1C(=O)Nc1ccc2nc(N3CCN(c4ncccn4)CC3)cc(C)c2c1` gave TDP43 rescue 18µM*, EPAC1 agonist 2%, EPAC2 antagonist -1%, FUS suppressor 8%, aSyn rescue -15%, EPAC2 agonist -6%, EPAC1 antag 6% and PTHR1 ag -36%[inhibitor].
Screening NC(=O)CC(NC(=O)c1ccccc1)c1ccc(N2CCN(c3ccc(F)cc3)CC2)c([N+](=O)[O-])c1 (stereo not drawn) returned TDP43 rescue 5%, EPAC1 agonist 2%, EPAC2 antagonist 3%, FUS suppressor 0%, aSyn rescue 1%, EPAC2 agonist -10%, EPAC1 antag -8% and PTHR1 ag -26%.
`Cc1ccc(S(=O)(=O)Nc2ccccc2C(=O)N2CCCCCC2)cc1` gave TDP43 rescue 12%, EPAC1 agonist 3%, EPAC2 antagonist 8%, FUS suppressor 18%, aSyn rescue 12%, EPAC2 agonist 4%, EPAC1 antag -2% and PTHR1 ag inactive.
`CCN(CC)c1nc(C#N)nc(N(CC)CC)n1` gave TDP43 rescue 2%, EPAC1 agonist -1%, EPAC2 antagonist -7%, FUS suppressor -1%, aSyn rescue 3%&7%, EPAC2 agonist 1%, EPAC1 antag -10% and PTHR1 ag -16%.
Cc1ccccc1C(=O)Nc1nc(SCc2ccc(Cl)cc2)n[nH]1 was read as TDP43 rescue 19%, EPAC1 agonist -7%, EPAC2 antagonist -8%, FUS suppressor -15%, aSyn rescue 7%, EPAC2 agonist 2%, EPAC1 antag -13% and PTHR1 ag -17%.
Screening COc1cc(OC)cc(C(=O)Nc2nc3ccccc3[nH]2)c1 returned TDP43 rescue -11%, EPAC1 agonist 3%, EPAC2 antagonist 11%, FUS suppressor -10%, aSyn rescue -7%, EPAC2 agonist -83%[15.6 µM], EPAC1 antag -4% and PTHR1 ag inactive.
CCN1C(=NCC(C)C)N[C@@H](c2cccc(F)c2)C(C(=O)OC)=C1C was read as TDP43 rescue 19%, EPAC1 agonist -5%, EPAC2 antagonist 2%, FUS suppressor 3%, aSyn rescue -4%, EPAC2 agonist -1%, EPAC1 antag 7% and PTHR1 ag -22%.
CCc1nnc(NC(=O)CSc2nnc(CNC(=O)c3ccccc3F)n2C)s1 was read as TDP43 rescue -2%, EPAC1 agonist 3%, EPAC2 antagonist 2%, FUS suppressor 12%, aSyn rescue 2%, EPAC2 agonist 11%, EPAC1 antag -14% and PTHR1 ag inactive.
`O=C1c2ccccc2NC(c2cccc(O)c2)N1c1ccccc1` (stereo not drawn) gave TDP43 rescue 6%, EPAC1 agonist -2%, EPAC2 antagonist 3%, FUS suppressor -7%, aSyn rescue 0%, EPAC2 agonist 14%, EPAC1 antag -12% and PTHR1 ag inactive.
O=[N+]([O-])c1ccc(COc2ccc(CNc3ccccc3)cc2)cc1 was read as TDP43 rescue 5%, EPAC1 agonist -12%, EPAC2 antagonist 1%, aSyn rescue -2%, EPAC2 agonist -3%, EPAC1 antag 3% and PTHR1 ag inactive.
Screening CCC(C)NC(=O)C1CCN(S(=O)(=O)c2cccs2)CC1 (stereo not drawn) returned TDP43 rescue 4%, EPAC1 agonist 0%, EPAC2 antagonist 0%, FUS suppressor 10%, aSyn rescue 4%, EPAC2 agonist -10%, EPAC1 antag -26% and PTHR1 ag -7%[57.5 µM].
`Cc1ccc(-c2csc(NC(=O)C3=NN(c4ccccc4)C(=O)CC3)n2)cc1` gave TDP43 rescue 19%, EPAC1 agonist 10%, EPAC2 antagonist -13%, FUS suppressor 0%, aSyn rescue 3%, EPAC2 agonist 16%, EPAC1 antag -7% and PTHR1 ag -36%[inhibitor].
Screening Cc1cccc(C=Nc2ccc3c4c(cccc24)CC3)c1O returned TDP43 rescue -6%, EPAC1 agonist 5%, EPAC2 antagonist -6%, aSyn rescue 0%, EPAC2 agonist -6%, EPAC1 antag 15% and PTHR1 ag inactive.
For COC(=O)c1ccc(CNC(=O)CSC2=NCCS2)cc1 the results were TDP43 rescue inconclusive, EPAC1 agonist -8%, EPAC2 antagonist 9%, FUS suppressor -10%, aSyn rescue 1%, EPAC2 agonist 3%, EPAC1 antag -7% and PTHR1 ag -18%.
